NPSR antag = neuropeptide S receptor (human) antagonism, cAMP; CHO-NPSR cells, cAMP TR-FRET, antagonist mode; Q6W5P4; 1% of 220,000 active; Potency, µM (titrated, usually from 38.3 µM), without a hit: at the top dose activity change, negative = inhibition, usual class: inhibitors; also: potency is read from the fitted curve at half-maximal effect; % is scaled to controls: 0 for no effect and ±100 for the full control effect; nearly all actives have a fitted effect of over 50% in size; many of its hits are not listed in these tables
Target sequence (Q6W5P4 whole entry, looked up): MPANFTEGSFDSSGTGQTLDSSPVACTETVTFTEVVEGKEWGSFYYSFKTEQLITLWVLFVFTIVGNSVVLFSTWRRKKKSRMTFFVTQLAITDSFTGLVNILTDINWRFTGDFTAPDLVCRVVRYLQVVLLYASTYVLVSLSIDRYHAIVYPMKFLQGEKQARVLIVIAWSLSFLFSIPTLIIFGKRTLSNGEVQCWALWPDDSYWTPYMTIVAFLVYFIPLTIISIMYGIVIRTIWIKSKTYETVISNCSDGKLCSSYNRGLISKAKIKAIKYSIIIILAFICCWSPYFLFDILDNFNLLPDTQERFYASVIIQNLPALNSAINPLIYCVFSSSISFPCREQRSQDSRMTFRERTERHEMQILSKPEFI
Epigenetic derep = derepresses silenced GFP reporter in murine cells. murine LDR cells, GFP reporter derepression, 30 h. Potency, µM (series often up to 53.9 µM), inactives show top-dose GFP activation, usual class: activators. 0.2% of 280,000 active; also: potency is read from the fitted curve at half-maximal effect; % of control where 0% means no effect; nearly all actives have a fitted effect of over 60% in size
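Derepression of a silenced CMV-GFP reporter in murine LDR cells is scored by enumerating GFP-positive cells with a laser-scanning microplate cytometer after 30 hours of treatment at 37 C.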
HttQ103 aggreg = mutant huntingtin aggregation inhibition; PC12 HttQ103-GFP aggregates, Acumen cytometry, 40 h; Potency, µM (highest dose often 46.1 µM), inactives show at the top dose activity change, negative = inhibition, usual class: inhibitors; 1.1% of 220,000 active; also: potency is read from the fitted curve at half-maximal effect; % is scaled to controls: 0 for no effect and ±100 for the full control effect; nearly all actives have a fitted effect of over 60% in size
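Using laser scanning cytometry, GFP-positive aggregates were counted after lysis of PC12 cells induced with 100 nM tebufenozide to express HTT exon 1 Q103–GFP. Compounds were tested in titration.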
Luc counter = Kinase-Glo luciferase inhibition (counter-screen); Q27757; Kinase-Glo luciferase, ATP luminescence, 8 min; Potency, µM (series often up to 38.3 µM), inactives show at the top dose activity change, negative = inhibition, most hits filed as inhibitors; 0.28% of 200,000 active; also: potency is read from the fitted curve at half-maximal effect; % is scaled to controls: 0 for no effect and ±100 for the full control effect; nearly all actives have a fitted effect of over 60% in size
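Luminescence was the read-out, taken after 8-minute incubation at ambient temperature. Luciferase turned over luciferin with 10 uM ATP in imidazole pH 7.2 buffer containing KCl, MgCl2, Tween 20 and BSA.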
IMPase Li inh = membrane-permeable IMPase blocker, potentiated with lithium; CHO-M1 cells, IP1 TR-FRET (IP-One), carbachol + lithium; Potency, µM (highest dose often 59.4 µM), for the others: at the highest dose activity, negative = IMPase inhibition, actives largely listed as inhibitors; 0.35% of 210,000 active; AID 1457;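 also: IP1 builds up when IMPase is blocked and the TR-FRET signal falls; potency is read from the fitted curve at half-maximal effect; plate controls were basal vehicle for no effect and high inhibitor control for full effect; nearly all actives have a fitted effect of over 50% in size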
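CHO cells stably expressing M1 receptor (2000/well) were cultured 16–30 h, then exposed to compounds with a small lithium addition for 30 min at 37C. IP1 was measured by TR-FRET competition; AC50 from Hill fits.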
CBFb RUNX1 block = CBF-beta/RUNX1 interaction disruption. Q01196+Q13951. AlphaScreen CBFb-His/RUNX1-biotin binding, biochemical. Potency, µM (top dose mostly 59.8 µM), inactives show top-dose activity, negative = inhibition, usual class: inhibitors. 230,000 tested, under 10 active. AID 1477; also: % of control where 0% means no effect
Target sequence (Q01196 whole entry, looked up): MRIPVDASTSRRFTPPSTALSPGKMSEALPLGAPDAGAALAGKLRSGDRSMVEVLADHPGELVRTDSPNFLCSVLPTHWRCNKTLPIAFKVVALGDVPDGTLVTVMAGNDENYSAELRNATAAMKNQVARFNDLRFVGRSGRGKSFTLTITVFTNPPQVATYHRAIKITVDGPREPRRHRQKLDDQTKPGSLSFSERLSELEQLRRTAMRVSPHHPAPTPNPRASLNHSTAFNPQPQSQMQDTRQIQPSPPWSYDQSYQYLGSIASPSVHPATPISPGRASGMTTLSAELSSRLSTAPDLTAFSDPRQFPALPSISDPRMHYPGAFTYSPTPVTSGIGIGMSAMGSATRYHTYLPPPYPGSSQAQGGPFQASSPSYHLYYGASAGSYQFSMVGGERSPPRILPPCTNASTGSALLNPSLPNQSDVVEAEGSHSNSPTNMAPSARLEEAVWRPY
Target sequence (Q13951 whole entry, looked up): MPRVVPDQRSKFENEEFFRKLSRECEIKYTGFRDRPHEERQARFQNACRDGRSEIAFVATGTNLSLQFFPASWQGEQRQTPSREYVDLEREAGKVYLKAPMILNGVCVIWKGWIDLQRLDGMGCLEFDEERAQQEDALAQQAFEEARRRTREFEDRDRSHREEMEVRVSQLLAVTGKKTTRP
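Bead-based AlphaScreen assay; binding partners His-tagged CBF-beta and biotinylated RUNX1 at 30 nM each. Compound exposure 15 min after a 20-min protein preincubation; bead step 90 min; all steps at room temperature.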
L3MBTL1 block = L3MBTL1 (human) inhibition | Q9Y468 | AlphaScreen L3MBTL1–H3K9me1 peptide binding | Potency, µM (titrated, usually from 57.1 µM), for the others: top-dose activity, negative = inhibition, usual class: inhibitors | 0.66% of 230,000 active | AID 485360; also: potency is read from the fitted curve at half-maximal effect; % is scaled to controls: 0 for no effect and ±100 for the full control effect; nearly all actives have a fitted effect of over 60% in size
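L3MBTL1 (50 nM) pre-complexed 30 min with biotinylated H3(1-15)K9me1 peptide (75 nM), then compounds added for 30 min at room temperature; AlphaScreen streptavidin donor/nickel chelate acceptor beads (10 ug/mL final) read after 30 min dark incubation.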
* = called active by the depositor; ? = inconclusive; · = not tested or not shown; & = joins results of further samples; [ ] = remark or other dose. Calls follow the shape of the dose curve; as a rule, active = well fitted curve in the direction sought with a large enough effect; inconclusive = small, poorly fitted or top-dose-only effect, or another doubt; inactive = no such curve, though single readings can be large; an effect the other way counts as inactive or inconclusive. These rows are one share of the data. The share of hits here may be higher or lower than overall.

The line under a structure holds: NPSR antag, Epigenetic derep, HttQ103 aggreg, Luc counter, IMPase Li inh, CBFb RUNX1 block, L3MBTL1 block
> N#C/C(C(=O)N1CCOCC1)=c1/s/c(=C\c2ccccn2)c(=O)n1-c1ccccc1
 : -12%, 0.0%, -5%, -1%, 2%, 0%, 5%
> COc1ccc(C(=O)COc2ncnc3cc(Cl)ccc23)cc1
 : -1%, 1.1%, 7%[9.22 µM], ·, ·, 5%, -1%
> Cc1cc(CNC(=O)c2ccc3c(c2)OCO3)c2ccccc2n1
 : 17%, -0.3%, -4%, 1%, 5%, 2%, 5%[11.4 µM]
> CC1(C)CC(=O)C2=C(C1)OC(c1ccncc1)C(C#N)=C2N (configuration not stated)
 : -10%[46.1 µM], -0.1%, 9%, -5%, 14%[38.3 µM], 7%, 9%[11.4 µM]
> COc1ncnc2c1cnn2-c1ccccc1
 : 2%[46.1 µM], 0.0%, 14%, -6%, -6%[38.3 µM], 3%, ·
> O=C(O)COc1ccc2c(-c3ccccc3)cc(=O)oc2c1
 : -10%[46.1 µM], -1.0%, -15%, -1%, 18%[38.3 µM], 4%, ·
> COc1cccc(-c2nc(CS(=O)CC(=O)NCc3ccccc3Cl)c(C)o2)c1 (configuration not stated)
 : -23%[46.1 µM], -0.1%, 23%, 3%, 12%[38.3 µM], 0%, ·
> COC(=O)CSc1ccc(S(=O)(=O)N2CCOCC2)cc1[N+](=O)[O-]
 : 11%, -1.1%, -3%, 1%, 2%, -2%, 9%
> CCCCOc1ccc(C(=O)CCN2CCCCC2)cc1
 : 12%, -3.9%, 1%, -1%, 14%&19%&-2%, 22%, 3%
> CCN(CC)CCCNC(=O)C1c2cc(OC)c(OC)cc2C(=O)N(C)C1c1cccs1 (configuration not stated)
 : -1%[46.1 µM], -1.0%, 20%[9.22 µM], 0%, 20%[38.3 µM], 5%, ·
> Cc1cc(C)n2nc(SCCC(=O)NCCc3ccccc3)nc2n1
 : -6%[46.1 µM], 0.8%, 11%[9.22 µM], -2%, 30%[38.3 µM], 7%, ·
> COc1ccc(-n2cc(-c3ccc(Br)cc3)[nH]c2=S)cc1
 : -35%, -0.6%, 18%, 1%, 11µM*, -4%, ?
> Cc1ccc(-n2c(=O)c3sccc3n(CC(=O)NCc3ccco3)c2=O)cc1
 : -2%[46.1 µM], 0.0%, 15%, 0%, 9%, 2%, -7%
> OCCCCNCc1ccc(OCc2ccccc2)cc1
 : 21%[46.1 µM], -0.9%, 9%, ·, ·, 1%, 8%
> COc1ccc(N/C(C)=C/C(=S)Nc2ccccc2)cc1
 : 5%, 1.0%, 22%, -1%, -4%, -23%, -16%
> CC(C)NC(=S)Nc1cccc2cnccc12
 : 14%, -1.9%, -9%, 4%, 1%, -1%, 1%
> CN(c1ccccc1)S(=O)(=O)c1ccc(C(=O)Nc2nnc(C3=COCCO3)o2)cc1
 : -11%, -5.3%, ?, -2%, 6%, -27%, ·
> CC(C)(CNc1ccc([N+](=O)[O-])cc1Cl)CNS(C)(=O)=O
 : -5%[46.1 µM], -1.9%, -39%, -3%, 21%[38.3 µM], -8%, ·
> O=C(O)CCc1nn2c3ccccc3n(Cc3ccccc3)c2nc1=O
 : -14%, 6.6%, ?, 2%, 6%, 3%, 8%
> Cc1cc(=O)n(CC(C)O)c(O)c1C#N (configuration not stated)
 : 11%, -2.0%, 10%, -1%, 4%, -7%, -3%
> Cn1c(C(=O)OC(C(=O)NC2CCCC2)c2cccnc2)cc2sccc21 (configuration not stated)
 : 4%[46.1 µM], 0.0%, 0%, -2%, 3%, 9%, -3%
> CCOC(=O)N1CCN(C(=O)CN(Cc2ccccc2)S(=O)(=O)c2ccc(OC)c(C)c2)CC1
 : -18%[46.1 µM], -0.5%, 8%, 1%, 14%[38.3 µM], 9%, -4%
> CCN(CC)Cc1cc(O)c(CN(CC)CC)cc1O
 : 10%, 7.6%, ?, 0%, 25%, ·, 3.2µM*
> COc1ccc(/C=N/NC(=O)Cc2cccs2)cc1
 : 4%, -3.6%, -7%[9.22 µM], ·, ·, 2%, -11%
> O=C(c1cccc(N2CCCC2=O)c1)N1CCOCC1
 : -22%[46.1 µM], -1.5%, -3%, -1%, -11%[38.3 µM], 3%, ·
> Cc1sc2nc(SC(C)C)nc(N)c2c1C
 : 6%[46.1 µM], -1.6%, 10%, -6%, ?, 8%, 0%
> O=c1[nH]c2ccc(NC(=S)NCc3ccccc3)cc2[nH]1
 : 13%, 1.1%, -4%[9.22 µM], ·, ·, 8%, ·
> COC(=O)c1ccc(NC(=O)C2CCN(S(C)(=O)=O)CC2)cc1
 : 0%[7.67 µM], 2.5%, 18%, 13%, 1%[38.3 µM], 2%, 2%
> C=CCCN(C(CC(C)C)C(=O)OC)S(=O)(=O)c1cc(Br)ccc1Br (configuration not stated)
 : ?, 1.1%, -3%[9.22 µM], ·, ·, 3%&26%, ·
> COc1ccc(N2CCN(C(=O)NC3CC(=O)N(c4ccc(OC)cc4)C3)CC2)cc1 (configuration not stated)
 : 4%, 0.0%, 4%, 1%, 0%, -20%, ·

Some of these compounds in order of molar mass, ascending:
The line under a structure holds: NPSR antag, Epigenetic derep, HttQ103 aggreg, Luc counter, IMPase Li inh, CBFb RUNX1 block, L3MBTL1 block
> OCCCCNCc1ccc(OCc2ccccc2)cc1
 : 21%[46.1 µM], -0.9%, 9%, ·, ·, 1%, 8%
> COc1ccc(-n2cc(-c3ccc(Br)cc3)[nH]c2=S)cc1
 : -35%, -0.6%, 18%, 1%, 11µM*, -4%, ?
> COC(=O)CSc1ccc(S(=O)(=O)N2CCOCC2)cc1[N+](=O)[O-]
 : 11%, -1.1%, -3%, 1%, 2%, -2%, 9%

Carrying on.
The line under a structure holds: NPSR antag, Epigenetic derep, HttQ103 aggreg, Luc counter, IMPase Li inh, CBFb RUNX1 block, L3MBTL1 block
> O=C(O)c1cc(N/N=C/C=C/c2ccccc2)ccc1Cl
 : -19%, -2.6%, 2%, 2%, 0%, -4%, -11%
> Cc1ccccc1S(=O)(=O)Cc1ccc(C(=O)NCCCOC(C)C)o1
 : 1%[46.1 µM], -1.1%, -4%, -4%, -4%[38.3 µM], 4%, 4%
> O=C(CCCCCn1c(=S)[nH]c2cc3c(cc2c1=O)OCO3)N1CCN(C2CCCCC2)CC1
 : ?, -2.2%, ?, -2%, 7%[38.3 µM], 2%, -3%
> Cc1ccccc1NC(=O)CCN1CCN(Cc2ccccc2)CC1
 : 12%, 2.1%, 3%, 1%, 6%, -4%, -14%
> CC1CCCCN1CCNC(=O)CC1Oc2ccccc2NC1=O (configuration not stated)
 : 2%[46.1 µM], 0.7%, 7%, 0%, -2%[38.3 µM], -1%, ·
> CC/C(=N\NC(=O)c1ccccc1Cl)c1ccc(Br)s1
 : -8%, 0.3%, -18%, -4%, -1%, 0%, -3%
> COc1ncccc1-c1nnn(-c2ccc(Cl)nc2)n1
 : -11%, 0.7%, 3%[9.22 µM], ·, 1%, 12%, 11%
> CCC(C(=O)OCC(=O)Nc1ccccc1-c1ccccc1)c1ccccc1 (configuration not stated)
 : -29%, -1.2%, ?, 1%, 10%, ?, 32%[activator]
> Cc1[nH]c2ccccc2c1[C@H]1[C@@H](CC#N)C1(C)C
 : -29%[46.1 µM], -0.9%, -3%, 12%, 12%, -11%, -2%
> Nc1ccc(NC(=O)c2cccs2)cc1
 : 5%, -2.8%, 5%[9.22 µM], -3%, 10%, 1%, 9%
> CC(=O)c1ccc(NC(=S)N2CCCC(C(F)(F)F)C2)cc1 (configuration not stated)
 : -2%, 1.1%, -1%, 0%, -1%, 1%, ·
> CCN(CC)S(=O)(=O)c1ccc2c(c1)c(=O)c(C(=O)NCc1ccc3c(c1)OCO3)cn2C
 : -13%, 1.9%, 6%, 0%, 1%, 2%, 3%
> O=C(Nc1ncc(Br)s1)C(Cc1ccccc1)n1cccc1 (configuration not stated)
 : ?, 0.0%, ?, -2%, 0%[38.3 µM], -14%, ·
> Cn1cc(CCC(=O)NCc2ccc3c(c2)OCO3)c2ccccc21
 : -11%[46.1 µM], -0.4%, 0%, 1%, 5%[38.3 µM], -10%, ·
> O=C(COC(=O)CCC1CCCC1)Nc1ccc(Cl)cc1F
 : 31%, -3.2%, 1%, 1%, -2%, ?, 41%[activator]
> O=C(NC(=S)Nc1ccc(CN2CCOCC2)cc1)c1cccc([N+](=O)[O-])c1
 : 11%, 0.0%, 2%, -4%, 20%, 5%, -4%
> O=C(CSc1nnc(-c2cccnc2)n1C1CCCCC1)NC1CCCCC1
 : -27%[46.1 µM], -2.5%, -3%, -2%, -4%[38.3 µM], 9%, 17%
> COc1ccc(CNC(=O)Cc2csc(Nc3nc(=S)[nH]c4ccccc34)n2)cc1
 : -7%[46.1 µM], -1.1%, -10%, -1%, -14%[38.3 µM], -3%, 0%
> COCCCn1c(SCC(=O)N(C)C)nnc1-c1ccccc1
 : -14%[46.1 µM], -3.0%, 7%, 9%, -10%[38.3 µM], -1%, 0%
> C=CCN(c1ccc(C(=O)Nc2ccc(NC(C)=O)cc2)cc1)S(C)(=O)=O
 : 2%, -0.3%, -2%, ·, -3%, -2%, ·
> CCOc1ccc(CNc2ncnc(N)n2)cc1
 : 6%[46.1 µM], -0.7%, -23%, -2%, -16%[38.3 µM], 1%, ·
> Cc1noc(C)c1C(=O)OCC(=O)Nc1cc(S(=O)(=O)N2CCOCC2)ccc1Cl
 : 2%, -0.5%, 4%, -7%, 4%, 7%, 9%
> COc1ccc(CNc2nc(C)c([N+](=O)[O-])c(C)c2C#N)cc1
 : -27%, 0.0%, ?, 1%, 6%, -8%, -6%
> O=C1c2ccccc2C(=O)C1c1ccccn1
 : 42%, 2.1%, 37%[9.22 µM], ·, ·, 4%, 0%
> O=C(NCCN1CCOCC1)C1CCC(=O)N1C1CCCCC1 (configuration not stated)
 : 2%[46.1 µM], -0.9%, -7%, 2%, 4%[38.3 µM], 2%, 0%
> O=C1NCCN(Cc2c(F)cccc2Cl)C1CC(=O)N1CCCO1 (configuration not stated)
 : -25%, 3.5%, 1%, 2%, 1%, 7%, -1%
> Cc1c(/C=N\NC(=O)C2COc3ccc(C(C)(C)C)cc3O2)c2ccccc2n1C (configuration not stated)
 : -50%, -1.1%, 18%, -3%, 5%, -8%, -7%
> O=C(O)c1ccccc1/C=N/NC(=S)NCc1ccccc1
 : -25%, 1.6%, -6%[9.22 µM], ·, ·, -5%, 6%
> COCCn1c(Cc2ccccc2)nnc1SCC(=O)N1CCCCC1C (configuration not stated)
 : -3%[46.1 µM], 0.0%, -4%, -1%, 29%[38.3 µM], -1%, ·
> COc1ccccc1/C=C/C(=O)NCc1cccnc1
 : 19%, 2.3%, 25%, 4%, -8%, 4%, -10%[2.29 µM]
> CCN(CC)CC#Cc1ccc(C)cc1
 : 3%, -1.1%, -13%[9.22 µM], ·, ·, 20%, -7%
